# TROY signal inh = inhibitors of TROY-driven NF-kB signaling, primary screen, Q293 LMP1-TROYcd cells, NF-kB luciferase, uHTS. inhibition, % at 10 µM. Q293 LMP1-TROYcd NF-kB luciferase reporter, 4 h. 0.98% of 360,000 active;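 active = compounds whose plate-normalised and pattern-corrected inhibition of the luciferase reporter signal at the single screening dose is 50% or more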
# NR2F2 inh = NR2F2 transcriptional activity inhibitors, primary screen, cell-based, luciferase reporter, HEK293T, luminescence; COUP transcription factor 2 (Homo sapiens), P24468; HEK293T NGFI-A luciferase reporter; inhibition, % at 8.6 µM; 0.7% of 370,000 active; AID 686940, 2013;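 active = inhibition above a per-plate cutoff, mean inhibition of test wells between control levels plus 3 SD, cut at about 38% in these data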;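 also: cells cotransfected with COUP-TFII expression vector driving the NGFI-A reporter; 0% = median of COUP-TF2 test wells and 100% = reporter-only cells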
# Target sequence (P24468 whole entry, looked up): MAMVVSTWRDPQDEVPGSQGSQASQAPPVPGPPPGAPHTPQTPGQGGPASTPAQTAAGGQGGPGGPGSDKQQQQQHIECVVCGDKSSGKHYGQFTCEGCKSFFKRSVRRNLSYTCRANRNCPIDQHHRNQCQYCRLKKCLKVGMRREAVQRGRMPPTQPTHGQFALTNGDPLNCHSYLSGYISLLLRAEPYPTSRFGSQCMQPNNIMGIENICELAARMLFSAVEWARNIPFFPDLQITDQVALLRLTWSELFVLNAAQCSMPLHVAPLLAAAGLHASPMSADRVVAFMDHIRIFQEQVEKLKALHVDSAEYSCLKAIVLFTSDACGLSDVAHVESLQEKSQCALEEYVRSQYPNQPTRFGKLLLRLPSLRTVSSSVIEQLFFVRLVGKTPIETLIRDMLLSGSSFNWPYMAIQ
# SRC3 inh = SRC3 coactivator transcriptional activity inhibitors, primary screen, cell-based, luminescence; Nuclear receptor coactivator 3 (Homo sapiens), Q9Y6Q9; HEK293 GAL4-SRC3 luciferase reporter; inhibition, % at 3.6 µM; 0.17% of 360,000 active; AID 588352, 2011;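 active = inhibition above a per-campaign cutoff, the mean of all compounds plus 3 SD, cut at about 60% in these data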;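 also: 0% = DMSO-treated cells and 100% = gossypol-treated cells at 36 µM; higher means less SRC3-driven luciferase light from the GAL4 reporter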
# TRAIL sens C8 = viability loss with TRAIL in NB7+C8 cells, primary screen, TRAIL sensitizer project, cell-based, ATPlite luminescence. inhibition (viability loss, TRAIL sensitization), % at 10 µM. 1% of 360,000 active. AID 624354, 2012;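 active = compounds causing at least 50% loss of cell viability in the single-dose screen, relative to plate controls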
# NOD2 RIPK2 PPI = NOD2-RIPK2 binding disruptors in cells, primary screen, fluorescence, CHO cells, BLA complementation | Receptor-interacting serine/threonine-protein kinase 2 (Homo sapiens), O43353 | CCF4 ratio | inhibition, % at 4.98 µM | 0.38% of 360,000 active | AID 624267, 2012; in the data active = inhibition above about 21%;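 also: 0% = vehicle only and 100% = reference blocker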
# Target sequence (O43353 whole entry, looked up): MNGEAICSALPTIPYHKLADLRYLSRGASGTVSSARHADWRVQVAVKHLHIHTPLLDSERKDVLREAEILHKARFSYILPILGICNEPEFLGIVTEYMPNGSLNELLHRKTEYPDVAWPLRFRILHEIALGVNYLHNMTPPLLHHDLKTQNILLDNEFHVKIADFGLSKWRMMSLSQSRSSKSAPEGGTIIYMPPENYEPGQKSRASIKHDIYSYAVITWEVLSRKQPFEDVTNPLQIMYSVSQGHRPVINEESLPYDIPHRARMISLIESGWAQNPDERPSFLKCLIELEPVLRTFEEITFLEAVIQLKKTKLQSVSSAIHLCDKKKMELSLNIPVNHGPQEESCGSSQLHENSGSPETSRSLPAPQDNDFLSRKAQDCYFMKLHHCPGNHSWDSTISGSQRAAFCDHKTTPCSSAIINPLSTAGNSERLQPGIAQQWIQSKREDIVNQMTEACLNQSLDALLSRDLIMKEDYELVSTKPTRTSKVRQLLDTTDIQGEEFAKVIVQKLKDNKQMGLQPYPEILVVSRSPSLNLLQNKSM
# LRH-1 inv ag = LRH-1 (NR5A2) inverse agonists, primary screen, cell-based, luminescence, HEK293T, StAR-luciferase reporter. Nuclear receptor subfamily 5 group A member 2 (Homo sapiens), O00482. LRH-1 transfected, 24 h. inhibition, % at 3.6 µM. 0.13% of 360,000 active;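 active = inhibition above the mean inhibition of all tested compounds plus 3 SD, cut at about 73% in these data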;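 also: 0% = DMSO wells and 100% = reporter-only cells lacking LRH-1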
# LMP1 NFkB inh = EBV LMP1-driven NF-kappaB luciferase reporter inhibitors, primary screen, cell-based, luminescence, single point. 0.69% of 350,000 active. inhibition, % at 12.5 µM. LMP1-induced NF-kappaB luciferase reporter cells; in the data active = inhibition above about 41%;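 also: 0% = neutral control wells and 100% = reference inhibitor control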
# TLR9-MyD88 block = inhibitors of TLR9-MyD88 association in cells, primary screen, cell-based, CHO, BLA complementation, fluorescence. Toll-like receptor 9 (Homo sapiens) + Myeloid differentiation primary response protein …. CCF4 FRET ratio. inhibition, % at 4.98 µM. 0.21% of 340,000 active;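 active = inhibition above the mean over all tested compounds plus 3 SD, cut at about 21% in these data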;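 also: 0% = DMSO only wells and 100% = clavulanate BLA inhibitor control wells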
# NCOA2 inhibitor = inhibition of GAL4-SRC2 driven luciferase reporter, primary screen, SRC2 inhibitor project, cell-based, luminescence; HEK293 GAL4-SRC2 luciferase reporter; 0.17% of 370,000 active; Nuclear receptor coactivator 2 (Homo sapiens), Q15596; inhibition, % at 9 µM;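 active = inhibition above the mean inhibition of all tested compounds plus 3 SD, set per campaign, cut at about 52% in these data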;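 also: 0% = DMSO treated cells and 100% = cells given Gossypol at 36 µM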
# SRC1 inh = SRC1 coactivator transcriptional activity inhibitors, primary screen, cell-based, luminescence | Nuclear receptor coactivator 1 (Homo sapiens), Q15788 | HEK293 GAL4-SRC1 luciferase reporter | inhibition, % at 3.6 µM | 0.12% of 360,000 active | AID 588354, 2011;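 active = inhibition above the campaign mean plus 3 SD, with each screening campaign given its own cutoff, cut at about 60% in these data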;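 also: 0% = DMSO treated cells and 100% = gossypol at 36 µM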
# TWEAK-Fn14 inh = inhibitors of TWEAK-Fn14 signaling, primary screen, luciferase reporter cells, uHTS. TWEAK-stimulated Fn14 reporter cells, luciferase luminescence, 8 h. inhibition, % at 10 µM. 2% of 360,000 active; in the data active = inhibition above about 50%
# The depositor's hits bear a star; . = no result given. This is a subset (hit frequency here may not be typical).
Structure	TROY signal inh	NR2F2 inh	SRC3 inh	TRAIL sens C8	NOD2 RIPK2 PPI	LRH-1 inv ag	LMP1 NFkB inh	TLR9-MyD88 block	NCOA2 inhibitor	SRC1 inh	TWEAK-Fn14 inh
COc1ccc(-c2cn(Cc3ccc(C(N)=O)cc3)c(CCN)n2)cc1	-21.6	-8.9	2.2	-1.0	-1.6	-1.6	4.2	-6.1	2.6	-14.4	-24.9
COc1ccc(C(=O)NNC(=O)c2cc(C)[nH]n2)cc1	13.3	-3.4	0.7	-6.3	-13.9	18.8	-5.0	-13.6	-5.0	3.9	9.7
COc1ccccc1CN1C(=O)CCC1(C)C(=O)NCc1cccnc1 (configuration not stated)	5.1	-7.2	4.2	-9.0	-4.8	-10.4	-2.5	-0.5	-0.4	9.7	-4.9
COc1ccccc1NC(=O)N1CCn2c(nc3ccccc32)C1	-19.2	-13.7	10.6	-13.9	-3.6	14.2	-0.7	2.5	-14.9	4.2	-15.1
O=C(C1CCN(S(=O)(=O)N2CCOCC2)CC1)N1CCN(c2ccc(F)cc2)CC1	2.7	14.1	14.0	15.6	-12.3	21.4	1.2	-7.4	10.7	-14.2	8.1
Cc1cccc(-n2c(-c3ccc(Br)o3)n[nH]c2=S)c1	16.5	-1.0	12.8	3.8	0.5	-1.1	-5.5	5.0	14.5	-10.9	-3.5
CCOC(=O)C1CCCN(C(=O)c2ccc(C(F)(F)F)nc2C)CC1 (configuration not stated)	5.9	12.6	-6.7	7.7	0.5	11.8	.	.	-19.0	5.7	5.0
CCN(CC)CCNC(=O)c1ccc(NC(=O)c2ccc3c(c2)CCC3)cc1	-45.4	-10.3	-12.2	10.8	1.2	-28.3	1.5	-5.1	-35.8	-14.9	3.8
COc1ccc(-c2noc(CN(C)C(=O)c3ccoc3C)n2)cc1OC	-5.4	0.3	-32.7	-1.0	4.2	-3.8	3.4	-9.7	-3.7	-0.9	14.1
CC(OC(=O)CCSc1ccccc1)C(=O)Nc1ccc(S(N)(=O)=O)cc1 (configuration not stated)	-14.7	-3.0	6.0	18.3	-5.1	12.9	-1.9	1.6	-10.5	4.0	-0.5
Cc1cccc2c1-c1sc(C(=O)Nc3ccccc3N3CCN(C)CC3)cc1CO2	6.4	16.8	11.2	-6.8	-1.3	-3.5	0.5	-3.1	17.4	5.3	-8.7
COc1ccc(-c2nc(C#N)c(NC(C)c3ccccc3)o2)cc1OC (configuration not stated)	-1.0	-13.2	2.3	-15.9	4.6	-5.2	16.6	-4.7	-14.7	-8.6	7.8
CCN(C(=O)CSc1nnnn1-c1ccccc1)C1CCS(=O)(=O)C1 (configuration not stated)	10.8	11.8	3.6	-2.8	8.2	13.1	-2.8	-6.2	-2.1	8.5	20.2
CN(C(=O)c1cccc(Cl)c1)C1CCCN(Cc2ccccc2F)C1 (configuration not stated)	23.4	10.4	7.2	16.2	-4.3	1.5	3.4	0.4	-28.3	7.8	-12.7
O=C(N/N=C/c1ccc2c(c1)OCO2)c1cccs1	-32.0	-36.2	-56.9	41.2	0.1	-132.6	-25.0	-3.7	-86.3	-95.0	-8.9
CCC(Sc1ncnc2c1c(-c1ccccc1)cn2-c1ccc(OC)cc1)C(=O)OC (configuration not stated)	-11.5	0.8	18.3	1.5	-5.5	-30.6	0.2	-1.4	7.4	0.7	11.1
CC(OC(=O)c1ccco1)C(=O)NCc1ccc2c(c1)OCO2 (configuration not stated)	10.9	-1.9	0.7	2.8	0.6	-0.5	-7.1	7.5	-6.0	4.2	6.4
Cc1ccc(Nc2nc3ccc(Cl)cc3n3cnnc23)cc1F	-1.1	-12.1	14.7	-9.7	-11.2	6.3	-4.5	0.1	2.7	12.3	-9.8
CCCCC1=NN2CCS(=O)(=O)N=C2S1	4.2	18.8	16.2	3.1	1.8	7.4	-33.1	-2.5	-38.4	-3.0	1.7
CCCC(=O)NCCc1cc2c(C)ccc(C)c2[nH]c1=O	13.4	6.7	-3.1	-16.7	-2.5	-28.1	-4.2	3.3	3.0	6.2	-1.2
COc1ccc(N2CCN(C3CCCN(Cc4cccc(C(C)=O)c4)C3)CC2)cc1 (configuration not stated)	12.6	3.5	6.9	5.8	8.6	6.7	3.9	-9.5	-23.7	-13.8	6.6
Cc1nn(CC(=O)NCCCc2ccccc2)c(=O)c2cc3occc3n12	-21.3	19.0	17.5	-3.2	-13.9	-11.1	12.6	-6.3	5.2	-3.0	3.9
COC(=O)c1ccc(CSCC(=O)Nc2cc(OC)cc(OC)c2)o1	7.2	-8.6	-3.2	11.4	-3.6	6.2	4.5	-3.0	-0.5	-4.6	5.3
COc1cccc(N(C(=O)c2cnccn2)C(C(=O)NC2CCCCC2)c2ccc(Cl)cc2)c1 (configuration not stated)	-3.7	2.0	-4.0	-8.5	2.7	0.9	-1.0	5.4	-5.1	2.8	13.7
COC(=O)C(C(=O)OC)C(CC(=O)c1ccc(C)cc1)c1cc(OC)c(OC)c(OC)c1 (configuration not stated)	5.8	5.8	-7.1	-8.5	-1.4	14.0	0.5	-2.4	-24.4	14.3	5.2
CCN(CC)Cc1c(O)ccc2occ(C(=O)c3ccccc3)c12	-15.6	-28.0	-14.9	18.3	-6.6	-12.9	10.7	-0.4	-16.4	9.5	-7.4
C=C1C(=O)CC2=C1[C@](Cc1ccc(F)cc1)(C(=O)OC)N(C(=O)c1ccccc1)C2	-10.3	9.7	.	6.8	-0.1	-0.7	.	.	15.5	.	16.1
CCSc1nc(-c2ccc(OC)cc2)cc(-c2ccccc2)c1C#N	-53.8	13.8	-7.7	0.0	-11.8	6.3	4.1	-2.6	12.2	1.6	-12.1
CCS(=O)(=O)N1CCC2(CC1)OCCN2S(=O)(=O)c1ccccc1	6.9	-16.4	-17.3	-11.6	9.7	11.5	-2.5	-1.8	-24.9	-3.2	-7.6
Cc1ccc(S(=O)(=O)N(C)C)cc1NC(=O)COC(=O)/C=C/c1ccc2ccccc2n1	-46.5	-30.7	-56.3	-17.4	-0.9	-23.8	-23.4	1.5	-63.2	-23.0	-31.4
Cc1cc(N2CCN(C(=O)c3ccco3)CC2)nc(-c2ccccc2)n1	8.8	-7.4	6.0	-0.2	-2.3	-2.6	0.8	9.3	-4.2	-10.2	13.4
CC(=O)NC(CCS(C)(=O)=O)C(=O)N1CCc2ccccc21 (configuration not stated)	-17.8	2.9	-23.9	-43.7	9.7	-8.7	0.7	6.8	13.8	-0.1	-7.5
O=C(O)c1ccc2c(=O)n3c(nc2c1)/C(=C/c1ccccc1Br)CC3	3.2	8.0	7.1	4.2	-1.6	-0.4	-7.3	-3.8	17.3	-4.6	4.1
O=C(CNC(=S)N(Cc1ccc(F)cc1)C1CCCCC1)NC1CC1	13.8	9.3	6.3	-9.8	-3.7	12.2	6.2	2.6	-14.0	5.0	1.7
CC(C)(C)c1ccc(C(=O)NCCC(=O)NNC(=O)COc2ccc(F)cc2)cc1	-12.1	-2.2	7.5	0.9	-11.9	-1.1	-7.4	-2.9	-27.6	0.5	-2.0
CC1CN(Cc2ccccc2)c2nc3c(c(=O)n(CC(=O)O)c(=O)n3C)n2C1 (configuration not stated)	-7.7	-32.9	15.1	-10.8	-10.3	16.6	0.7	1.6	-21.8	8.0	8.6
CN(C)S(=O)(=O)N1CCN(C(=O)N2CCCCCC2)CC1	6.2	11.9	5.2	12.7	-0.5	-0.9	-11.8	-9.1	-5.5	-4.1	-2.4
CCc1cc2c(SCC(=O)Nc3ccc(NC(C)=O)cc3)ncnc2s1	2.7	17.6	-18.3	5.7	-3.7	-19.5	7.8	-2.3	-18.9	-0.2	-17.7
NC(=O)CC(NC(=O)Cc1cccc2ccccc12)c1ccc(NCCOc2ccccc2)c([N+](=O)[O-])c1 (configuration not stated)	11.8	7.2	-6.2	14.5	7.4	4.1	-7.4	4.0	-0.1	-3.2	-24.8
O=C(O)/C=C/c1ccccc1Oc1ccc(Cl)cc1Cl	5.9	2.9	-6.0	-7.5	-7.2	-13.2	-0.6	1.7	26.2	-10.2	-2.5
CCOc1ccc(CCNC(=O)CCC(=O)Nc2ccc3nc(N4CCN(C)CC4)cc(C)c3c2)cc1OCC	-2.0	21.3	9.0	-6.0	-9.0	-21.1	1.2	5.2	-4.1	-12.1	-5.9
CC(C)(C)S(=O)N1Cc2cc(C(=O)NCc3ccc4c(c3)OCO4)nc(-c3cccc(-c4ccncc4)c3)c2[C@H]1CCO (some centres not stated)	-5.8	-9.6	4.8	3.1	3.0	12.9	.	.	-22.7	-0.5	-31.1
O=C(Nc1ccc(C(F)(F)F)cc1)C1(c2ccccc2)CC1	-24.4	-10.3	3.4	-8.5	-4.2	1.3	-9.1	-15.7	-2.4	1.1	3.6
CCOc1ccc(CCNC(=O)CN2C(=O)NC3(CCCCCC3)C2=O)cc1OCC	5.5	-11.2	0.2	-0.8	-3.6	-42.2	-0.2	-5.1	5.8	0.8	4.8
CCOC(=O)N1CCN(C(=O)c2ccc(NS(=O)(=O)c3ccc(F)cc3)cc2)CC1	1.6	-3.3	7.0	-6.1	-9.1	9.3	-7.6	1.6	-3.3	11.2	1.1
CC(=NO)c1ccc2c(c1)Cc1cc([N+](=O)[O-])ccc1-2	-42.2	-49.5	-83.0	-13.0	-3.9	-39.4	-19.8	-1.8	-46.8	-87.8	-38.8
CC(=O)Nc1ccc(NC(=O)C2CCN(C(=O)c3cccs3)CC2)cc1	11.7	-1.5	5.3	-2.2	-13.0	-6.4	0.2	-14.1	-12.0	-0.9	2.3
CCCCN(C(=O)Cn1nnc2ccccc21)C(C(=O)NCCOC)c1cccs1 (configuration not stated)	8.1	1.4	5.7	-2.8	-3.6	-10.2	3.9	1.1	-46.9	-14.0	2.0

# Some entries already given, reduced to TROY signal inh:
Structure | TROY signal inh
CCOc1ccc(CCNC(=O)CN2C(=O)NC3(CCCCCC3)C2=O)cc1OCC | 5.5
CC(=NO)c1ccc2c(c1)Cc1cc([N+](=O)[O-])ccc1-2 | -42.2

# Bioassay records as filed in PubChem BioAssay.
